Scp-1 inhibitor: blocks human Scp-1 phosphatase activity | hit rate 0.88% among 340,000 | Q9GZU7 | inhibition, % at 20 µM | Recombinant Scp1, phosphopeptide, malachite green phosphate absorbance;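 active = inhibition above about 50% at 20 µM, limit read from the data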;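 also: plate controls were DMSO wells with enzyme for no effect and wells lacking enzyme for full effect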
Target sequence (Q9GZU7 76-261 limits assumed): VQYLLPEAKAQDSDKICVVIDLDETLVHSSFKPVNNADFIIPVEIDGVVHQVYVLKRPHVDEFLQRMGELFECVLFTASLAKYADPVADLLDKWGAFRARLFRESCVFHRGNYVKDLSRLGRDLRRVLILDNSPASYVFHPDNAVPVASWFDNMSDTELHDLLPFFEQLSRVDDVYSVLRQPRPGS
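Test system: SCP-1 phosphatase catalytic domain, residues 76-261 | Compound dosing: One concentration, 20 µM, with 1.0% DMSO | Schedule: 45 min room-temperature reaction, 5 min colour, 30 min stabiliser | Detection: Absorbance at 630 nm | Read-out basis: % inhibition of SCP-1 phosphate liberation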
Tb MetRS inh: blocks T. brucei methionyl-tRNA synthetase activity; AID 624268; purified T. brucei MetRS, ATP depletion, Kinase-Glo luminescence; hit rate 0.4% among 360,000; inhibition, % at 11.9 µM;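 active = inhibition above a per-plate cutoff of the control wells' mean inhibition plus 3 SD, cut at about 5.5% in these data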;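 also: 0% = DMSO wells median and 100% = median of wells with control inhibitor compound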
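technique = Kinase-Glo luminescence, ATP depletion format | system = purified MetRS (methionyl-tRNA synthetase) enzyme from Trypanosoma brucei | timing = 15 min preincubation, 2 h reaction, all 25 °C | evaluation = percent inhibition versus plate control medians | dosing = single dose, 11.9 µM final nominal, 0.9% final DMSO | also added = substrates ATP, L-methionine and bulk Escherichia coli tRNA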
MsrA inhibitor: inhibits bovine methionine sulfoxide reductase A; purified bovine MsrA, absorbance read-out; inhibition, % at 15.5 µM; hit rate 0.75% among 360,000; AID 651718; in the data active = inhibition above about 4.5%;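 also: 0% = vehicle wells with enzyme and 100% = reference inhibitor wells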
NadD inh: inhibitors of Staphylococcus aureus NadD. purified NadD enzyme, colorimetric absorbance read-out. inhibition, % at 20 µM. hit rate 0.78% among 360,000; in the data active = inhibition above about 26%; also: some compounds past the cut are filed as inactive
Rpn11 block: blocks the human proteasome subunit Rpn11; O00487; human 26S proteasome, Ub4-pepOG fluorescence polarization; 20S core pre-blocked with epoxomicin; calls only at 20 µM; hit rate 0.59% among 360,000;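 active = inhibition at 20 µM, scaled to each plate's controls, above about 33%, limit read from the data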
Target sequence (O00487 whole entry, looked up): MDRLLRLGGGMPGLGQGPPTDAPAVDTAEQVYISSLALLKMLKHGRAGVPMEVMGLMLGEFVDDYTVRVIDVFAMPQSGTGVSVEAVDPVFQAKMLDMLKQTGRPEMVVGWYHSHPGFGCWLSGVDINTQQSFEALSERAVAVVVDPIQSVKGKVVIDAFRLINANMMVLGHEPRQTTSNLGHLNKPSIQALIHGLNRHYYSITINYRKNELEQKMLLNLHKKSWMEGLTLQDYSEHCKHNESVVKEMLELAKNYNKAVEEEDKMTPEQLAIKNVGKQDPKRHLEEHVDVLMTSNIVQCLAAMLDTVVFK
LMPTP inh: LMPTP (human) inhibition | hit rate 0.22% among 360,000 | inhibition, % at 20 µM | recombinant LMPTP-A, OMFP fluorogenic substrate, fluorescence intensity | AID 651560;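 active = compounds that cut the enzyme signal by at least half of the control window in the single-dose screen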;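 also: plate controls were DMSO wells with enzyme plus substrate for no effect and substrate without enzyme for full effect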
Target sequence (P24666 whole entry, looked up): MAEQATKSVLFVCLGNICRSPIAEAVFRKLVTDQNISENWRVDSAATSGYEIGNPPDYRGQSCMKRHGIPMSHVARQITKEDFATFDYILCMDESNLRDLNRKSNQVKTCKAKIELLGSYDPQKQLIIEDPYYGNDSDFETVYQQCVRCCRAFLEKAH
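Test system: LMPTP-A, protein tyrosine phosphatase of low molecular weight; Input: 0.625 nM enzyme; Incubation: 50 min dark incubation at room temperature; Signal: endpoint fluorescence intensity from OMFP dephosphorylation; Read-out basis: % inhibition versus control wells.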
DNMT1 block: DNMT1 (human) enzyme inhibition. inhibition (reported as % activation of signal), % at 10 µM. DNMT1 molecular beacon, Hinp1I cleavage, fluorescence. hit rate 0.83% among 360,000. P26358. AID 588458; in the data active = inhibition above about 50%
STEP block: blocks human striatal-enriched tyrosine phosphatase. P54829. recombinant STEP, OMFP fluorogenic substrate, fluorescence. hit rate 0.25% among 360,000. inhibition, % at 20 µM;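 active = inhibition at 20 µM, scaled per plate between control wells, above about 37%, limit read from the data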;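 also: 0% = DMSO with enzyme and substrate and 100% = substrate only without enzyme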
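Measure: Control-normalized % inhibition with plate pattern correction | Test system: STEP phosphatase, cell-free reaction | Medium: pH 6.0 Bis-Tris with DTT and Tween 20 | Technique: Fluorescence, 480/540 nm | Times: Reaction 20 min, ambient temperature | Doses: Single compound dose of 20 µM, 1% DMSO final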
CSN inh: blocks human CSN-mediated cullin deneddylation; Purified CSN, SCF-Nedd8-OG deneddylation, fluorescence polarization; hit rate 0.38% among 360,000; inhibition, % at 12.5 µM; Q92905;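 active = pattern-corrected inhibition above about 35%, with an unprinted fluorescence ratio check between 0.5 and 1.5, limit read from the data, passing the limit was not always enough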;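 also: 0% = enzyme with substrate and 100% = substrate without enzyme; some results filed as inactive read as strong as hits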
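Detection – fluorescence polarization · System – HEK293T-derived human Csn5 enzyme · Controls – substrate-only high control, full reaction low control · Timing – 90 min, room temperature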
SUMO1 PPI mod: alters human SUMO1 binding to SIM partners | SUMO1 binding to a labelled peptide, TR-FRET, 1 h | inhibition, % at 20 µM | hit rate 0.33% among 360,000 | AID 602429; in the data active = inhibition above about 37%
Target sequence (P63165 whole entry, looked up): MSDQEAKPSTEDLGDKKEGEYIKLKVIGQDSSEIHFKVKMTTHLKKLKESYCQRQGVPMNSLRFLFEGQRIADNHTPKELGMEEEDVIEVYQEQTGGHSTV
Active calls of the source: *.

`CN1CCN(C(=O)/C(=C\c2cccs2)NC(=O)c2cccs2)CC1` gave Scp-1 inhibitor -2, Tb MetRS inh 0.2, MsrA inhibitor 3.2, NadD inh -1, Rpn11 block inactive, LMPTP inh -2.9, DNMT1 block -2, STEP block -2, CSN inh -4 and SUMO1 PPI mod -10.
Screening COc1ccc(Cl)cc1NC(=O)CNc1ccccc1CN(C)C1CCCCC1 returned Scp-1 inhibitor 6, Tb MetRS inh -0.8, MsrA inhibitor -0.8, NadD inh -4, Rpn11 block inactive, LMPTP inh 1.3, DNMT1 block 0, STEP block -3, CSN inh -1 and SUMO1 PPI mod 2.
`CCN(CC)C(=O)C1=C(C)N(Cc2ccccc2)C(=O)C(CC(=O)NCc2cccs2)C1` (configuration not stated) gave Tb MetRS inh -1.4, MsrA inhibitor 0.0, NadD inh 2, Rpn11 block inactive, LMPTP inh -1.7, DNMT1 block 2, STEP block -1, CSN inh 8 and SUMO1 PPI mod -6.
`COc1cc(C(=O)Nc2cccnc2)cc(OC)c1OC` gave Scp-1 inhibitor -6, Tb MetRS inh -1.4, MsrA inhibitor -1.0, NadD inh -8, Rpn11 block inactive, LMPTP inh -2.9, DNMT1 block -4, STEP block -2, CSN inh -6 and SUMO1 PPI mod 4.
For Cc1cc(/C=C(\C#N)C(=O)N2CCCCC2)cc(C)c1O the results were Scp-1 inhibitor -1, Tb MetRS inh -0.2, MsrA inhibitor 4.8*, NadD inh -2, Rpn11 block inactive, LMPTP inh -3.2, DNMT1 block 1, STEP block 1, CSN inh 1 and SUMO1 PPI mod -3.
O=C(CSCc1c(F)cccc1Cl)Nc1cccnc1 was read as Scp-1 inhibitor -5, Tb MetRS inh -0.7, MsrA inhibitor -0.6, NadD inh -5, Rpn11 block inactive, LMPTP inh -1.6, DNMT1 block 2, STEP block -3, CSN inh 2 and SUMO1 PPI mod -3.
`COc1cc(/C=C2/C(=N)N3N=C(C(C)C)SC3=NC2=O)ccc1OS(=O)(=O)c1ccccc1` gave Scp-1 inhibitor -1, Tb MetRS inh -1.1, MsrA inhibitor -0.2, NadD inh 5, Rpn11 block inactive, LMPTP inh -1.2, DNMT1 block 0, STEP block 0, CSN inh 3 and SUMO1 PPI mod 22.
For C/C=C/c1cccc(-c2nc(C(=O)NC3CCC3)cc3c2[C@@H](CCO)N(S(=O)C(C)(C)C)C3)c1 (some centres not stated) the results were Tb MetRS inh -0.8, MsrA inhibitor 0.5, NadD inh 7, Rpn11 block inactive, LMPTP inh -1.6, DNMT1 block -16, STEP block -2, CSN inh 5 and SUMO1 PPI mod -2.
Screening O=C(CN(CCO)c1ccccc1)Nc1cccc(S(=O)(=O)N2CCCC2)c1 returned Scp-1 inhibitor 3, Tb MetRS inh -0.4, MsrA inhibitor -0.8, NadD inh -3, Rpn11 block inactive, LMPTP inh 0.7, DNMT1 block -5, STEP block -2, CSN inh 5 and SUMO1 PPI mod -3.
OC(COc1ccc2ccccc2c1)CN1CCCC1 (configuration not stated) was read as Scp-1 inhibitor -5, Tb MetRS inh 0.6, MsrA inhibitor -0.8, NadD inh -7, Rpn11 block inactive, LMPTP inh 0.0, DNMT1 block 2, STEP block 0, CSN inh 6 and SUMO1 PPI mod 1.
For COc1cc2ncnc(NCc3cccc(F)c3F)c2cc1OC the results were Scp-1 inhibitor -10, Tb MetRS inh -1.0, MsrA inhibitor 0.8, NadD inh 2, Rpn11 block inactive, LMPTP inh 2.2, DNMT1 block 4, STEP block -1, CSN inh 4 and SUMO1 PPI mod 6.
For CC(=O)C1=CCC(c2ccc(C)cc2)N(S(=O)(=O)c2ccc(Cl)cc2)C1 (configuration not stated) the results were Tb MetRS inh -1.0, MsrA inhibitor 1.1, NadD inh -7, Rpn11 block inactive, LMPTP inh 0.1, DNMT1 block -9, STEP block 0, CSN inh 3 and SUMO1 PPI mod 7.
Screening O=C(COC(=O)/C=C/c1ccc(Br)o1)NCCCN1CCCC1=O returned Scp-1 inhibitor 5, Tb MetRS inh -0.6, MsrA inhibitor 4.4, NadD inh -5, Rpn11 block inactive, LMPTP inh 0.9, DNMT1 block 2, STEP block 2, CSN inh 3 and SUMO1 PPI mod -12.
O=S(=O)(Cc1noc(-c2ccc(Cl)cc2)n1)Cc1ccco1 was read as Scp-1 inhibitor 15, Tb MetRS inh -0.6, MsrA inhibitor -1.2, NadD inh -6, Rpn11 block inactive, LMPTP inh 27, DNMT1 block 83*, STEP block 6, CSN inh 38* and SUMO1 PPI mod 3.
Screening COCCN1C(=O)c2oc3ccccc3c(=O)c2C1c1ccc(OC)c(OC)c1 (configuration not stated) returned Scp-1 inhibitor 60*, Tb MetRS inh 0.1, MsrA inhibitor -0.4, NadD inh 4, Rpn11 block inactive, LMPTP inh -0.9, DNMT1 block 5, STEP block -2, CSN inh 9 and SUMO1 PPI mod -5.
Screening Cc1ccc(CSCC(=O)N(C)CC(=O)Nc2ccccc2C(F)(F)F)cc1 returned Scp-1 inhibitor -7, Tb MetRS inh -0.5, MsrA inhibitor -1.7, NadD inh -1, Rpn11 block inactive, LMPTP inh -0.2, DNMT1 block 0, STEP block 0, CSN inh -4 and SUMO1 PPI mod 4.
For CCc1ccccc1NC(=S)N(Cc1cccc(C)c1)c1cccnc1 the results were Scp-1 inhibitor 1, Tb MetRS inh -0.8, MsrA inhibitor 0.8, NadD inh -1, Rpn11 block inactive, LMPTP inh 2.4, DNMT1 block -2, STEP block 3, CSN inh 0 and SUMO1 PPI mod 1.
For O=C1c2ccccc2C(c2nnnn2-c2ccc3c(c2)OCCO3)N1CCOc1ccccc1 (configuration not stated) the results were Tb MetRS inh -1.4, MsrA inhibitor 0.7, NadD inh -5, LMPTP inh -0.7, CSN inh 4 and SUMO1 PPI mod 4.
For COc1cc2c(=O)n(CC3CCCO3)c(=O)n(CC(=O)Nc3cccc(Cl)c3)c2cc1OC (configuration not stated) the results were Scp-1 inhibitor 5, Tb MetRS inh -0.9, MsrA inhibitor -0.6, NadD inh -6, Rpn11 block inactive, LMPTP inh 1.1, DNMT1 block -5, STEP block 3, CSN inh -4 and SUMO1 PPI mod 13.
Screening COC(=O)c1sc(S(=O)(=O)NCCC(=O)O)c(C(=O)OC)c1C returned Scp-1 inhibitor -7, Tb MetRS inh -1.1, MsrA inhibitor 0.8, NadD inh -5, Rpn11 block inactive, LMPTP inh -1.5, DNMT1 block 0, STEP block 1, CSN inh -1 and SUMO1 PPI mod 0.
For C/C(=N\NC(=O)c1cccc(S(=O)(=O)N2CCCC2)c1)c1ccco1 the results were Scp-1 inhibitor -10, Tb MetRS inh -0.8, MsrA inhibitor 2.2, NadD inh 3, Rpn11 block inactive, LMPTP inh -1.2, DNMT1 block 0, STEP block -2, CSN inh -2 and SUMO1 PPI mod -2.
CC(=O)c1cc(CN2CCC(C(=O)Nc3ccc(-n4nc(C)cc4C)cc3)CC2)cs1 was read as Scp-1 inhibitor -6, Tb MetRS inh -0.4, MsrA inhibitor -0.7, NadD inh -6, Rpn11 block inactive, LMPTP inh 0.4, DNMT1 block 0, STEP block -4, CSN inh 1 and SUMO1 PPI mod 1.
Screening CC(C)NC(=S)NC(=O)c1ccc(Cl)cc1Cl returned Scp-1 inhibitor -4, Tb MetRS inh 0.9, MsrA inhibitor 0.8, NadD inh -3, Rpn11 block inactive, LMPTP inh -0.2, DNMT1 block 1, STEP block 1, CSN inh 1 and SUMO1 PPI mod 29.
`Cc1nc(N)sc1Cc1ccc2c(c1)OCO2` gave Scp-1 inhibitor -8, Tb MetRS inh 0.4, MsrA inhibitor 0.6, NadD inh 3, Rpn11 block inactive, LMPTP inh 8.8, DNMT1 block -5, STEP block 1, CSN inh 3 and SUMO1 PPI mod -2.

Three entries picked at random from the list so far:
Screening Cc1ccc(CSCC(=O)N(C)CC(=O)Nc2ccccc2C(F)(F)F)cc1 returned Scp-1 inhibitor -7, Tb MetRS inh -0.5, MsrA inhibitor -1.7, NadD inh -1, Rpn11 block inactive, LMPTP inh -0.2, DNMT1 block 0, STEP block 0, CSN inh -4 and SUMO1 PPI mod 4.
Screening COCCN1C(=O)c2oc3ccccc3c(=O)c2C1c1ccc(OC)c(OC)c1 (configuration not stated) returned Scp-1 inhibitor 60*, Tb MetRS inh 0.1, MsrA inhibitor -0.4, NadD inh 4, Rpn11 block inactive, LMPTP inh -0.9, DNMT1 block 5, STEP block -2, CSN inh 9 and SUMO1 PPI mod -5.
For CCc1ccccc1NC(=S)N(Cc1cccc(C)c1)c1cccnc1 the results were Scp-1 inhibitor 1, Tb MetRS inh -0.8, MsrA inhibitor 0.8, NadD inh -1, Rpn11 block inactive, LMPTP inh 2.4, DNMT1 block -2, STEP block 3, CSN inh 0 and SUMO1 PPI mod 1.

(continued)
`COCCC(=O)N1CCC(C(=O)Nc2ccc(Oc3ccccc3)nc2)CC1` gave Scp-1 inhibitor -5, Tb MetRS inh 0.1, MsrA inhibitor 0.0, NadD inh -4, Rpn11 block inactive, LMPTP inh 0.5, DNMT1 block -2, STEP block 1, CSN inh 5 and SUMO1 PPI mod -1.
`S=c1[nH]nc(-c2ccncc2)n1/N=C/c1cn(-c2ccccc2)nc1-c1ccc(Cl)cc1` gave Scp-1 inhibitor 12, Tb MetRS inh -0.2, MsrA inhibitor -1.0, NadD inh 45*, Rpn11 block inactive, LMPTP inh 1.6, DNMT1 block 75*, STEP block 2, CSN inh -7 and SUMO1 PPI mod 0.
For C=CCCC(=O)Nc1nc(C)c(-c2csc(Nc3ccc(Cl)cc3Cl)n2)s1 the results were Scp-1 inhibitor -5, Tb MetRS inh 0.7, MsrA inhibitor 0.9, NadD inh 15, Rpn11 block inactive, LMPTP inh 1.2, DNMT1 block -37, STEP block 0, CSN inh -6 and SUMO1 PPI mod 4.
O=C(/C=C/c1ccccc1)N/C(=C/c1ccccc1)C(=O)N1CCCCC1 was read as Scp-1 inhibitor 2, Tb MetRS inh -0.7, MsrA inhibitor 2.4, NadD inh -2, Rpn11 block inactive, LMPTP inh -0.6, DNMT1 block 4, STEP block -3, CSN inh -2 and SUMO1 PPI mod -4.
Screening O=[N+]([O-])c1c(Nc2ccccc2)ccc2nonc12 returned Scp-1 inhibitor 2, Tb MetRS inh 0.2, MsrA inhibitor 0.2, NadD inh 1, Rpn11 block inactive, LMPTP inh -0.4, DNMT1 block 6, STEP block -2, CSN inh 0 and SUMO1 PPI mod -26.
Screening Cc1ccsc1/C=C1\SC(N)=NC1=O returned Scp-1 inhibitor -7, Tb MetRS inh -0.4, MsrA inhibitor 5.0*, NadD inh -7, Rpn11 block inactive, LMPTP inh -0.4, DNMT1 block 3, STEP block 3, CSN inh 8 and SUMO1 PPI mod -23.

Bioassay records deposited in PubChem by several laboratories.
